Screening results: PubChem, National Center for Advancing Translational Sciences (NCATS)
PTHR1 agonist: activates the human parathyroid hormone receptor PTHR1; 410,000 tested, 0.075% active; HEK293 GP2 PTHR1 cells, GloSensor cAMP luminescence, 1 h; Potency, µM (highest dose often 115 µM), without a hit: at the top dose activation, most hits filed as activators; also: potency is read from the fitted curve at half-maximal effect; nearly all actives have a fitted effect of over 55% in size; some results filed as inactive show a strong effect at the top dose; inactives centre near -15; many of its hits are not listed in these tables
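HEK-293-derived GP2 cells expressing PTHR1 and a GloSensor cAMP reporter, 3,000/well, plated overnight, given luciferin plus IBMX (each 0.5 mM as added) for 1 h at 37 °C, then compound for 1 h at 37 °C. Luminescence was read after 15 min at room temperature.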
GLP-1R agonist: GLP-1 receptor (human) agonism. HEK293 GLP-1R CRE-luciferase, luminescence, 4-6 h; cells express a hypersensitive GLP-1R form. Potency, µM (titrated, usually from 45.6 µM), inactives show at the highest dose activation, most hits filed as activators. 380,000 tested, 0.007% active. AID 624172; also: potency is read from the fitted curve at half-maximal effect; % of control where 0% means no effect
HEK293 tox: cytotoxicity counter-screen for GLP-1 receptor inverse agonists. 410,000 tested, 0.13% active. HEK293 cAMP-luciferase reporter cells, luminescence, 24 h. Potency, µM (titrated, usually from 38.3 µM), for the others: at the top dose activity change, negative = inhibition, hits mostly inhibitors;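 also: loss of luciferase light is scored as toxicity; potency is read from the fitted curve at half-maximal effect; % is scaled to controls: 0 for no effect and ±100 for the full control effect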
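1536-well qHTS counterscreen of the MLSMR; 200 cells/uL, 12 h pre-incubation, 23 nL cpd, 24 h at 37 deg C 5% CO2, luciferase detection reagent, 12 min RT, luminescence. Inhibition = undesired.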
IL2 activator: activators of IL-2; IL-2 activation reporter assay, cell-based qHTS; stimulated with anti-CD3/CD4/CD28 beads; in transgenic mouse T cells; 360,000 tested, 0.065% active; activation, % (series mostly up to about 46 µM); in the data active = activation above about 50%; inconclusive = mostly about 30% to 49%; also: 0% is about no effect
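Unstimulated transgenic mouse T cells preincubated 60 min with compound, then stimulated with anti-CD3/anti-CD4-coated beads plus anti-CD28 for 18 h at 37 degrees C. IL-2 response read as EGFP and DsRed fluorescence by plate cytometry.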
EPAC1 ag: activates human EPAC1 exchange factor; O95398; EPAC1 agonist qHTS, biochemical assay; response scale: 100% = response to 6.5 mM cAMP; Potency, µM (series often up to 154 µM), for the others: top-dose activation, hits mostly activators; 360,000 tested, 0.073% active; AID 720707; also: potency is read from the fitted curve at half-maximal effect; nearly all actives have a fitted effect of over 60% in size
Target sequence (O95398 whole entry, looked up): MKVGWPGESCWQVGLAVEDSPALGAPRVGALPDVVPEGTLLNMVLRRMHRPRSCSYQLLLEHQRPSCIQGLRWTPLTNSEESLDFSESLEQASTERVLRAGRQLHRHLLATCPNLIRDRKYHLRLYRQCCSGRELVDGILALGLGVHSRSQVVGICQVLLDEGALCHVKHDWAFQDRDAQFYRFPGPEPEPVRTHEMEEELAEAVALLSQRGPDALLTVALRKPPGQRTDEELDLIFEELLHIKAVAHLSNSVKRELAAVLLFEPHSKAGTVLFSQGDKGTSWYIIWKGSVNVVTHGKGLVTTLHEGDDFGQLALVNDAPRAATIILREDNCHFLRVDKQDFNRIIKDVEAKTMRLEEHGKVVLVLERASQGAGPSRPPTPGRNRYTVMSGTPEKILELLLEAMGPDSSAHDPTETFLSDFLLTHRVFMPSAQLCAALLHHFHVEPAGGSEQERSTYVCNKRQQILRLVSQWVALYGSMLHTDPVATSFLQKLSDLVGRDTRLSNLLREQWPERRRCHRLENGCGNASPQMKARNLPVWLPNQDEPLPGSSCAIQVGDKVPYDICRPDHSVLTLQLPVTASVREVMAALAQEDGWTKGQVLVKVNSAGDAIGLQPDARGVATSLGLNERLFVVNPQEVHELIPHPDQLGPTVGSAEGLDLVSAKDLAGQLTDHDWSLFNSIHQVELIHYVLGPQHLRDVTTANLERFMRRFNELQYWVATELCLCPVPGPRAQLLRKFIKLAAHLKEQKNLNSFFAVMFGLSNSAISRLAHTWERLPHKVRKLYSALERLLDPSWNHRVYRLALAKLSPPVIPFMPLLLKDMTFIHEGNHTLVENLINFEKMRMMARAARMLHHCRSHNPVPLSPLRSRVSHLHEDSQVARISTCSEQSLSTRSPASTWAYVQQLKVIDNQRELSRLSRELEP
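Normalized to 6.5 mM cAMP, activity reflects EPAC1-catalysed release of BODIPY-GDP from Rap1B, followed kinetically over 30 min at 480 nm excitation, 540 nm emission. Reaction contained 100 nM EPAC1, 250 nM Rap1B-BODIPY-GDP, 50 uM GDP.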
PLK1 PBD inh: PLK1 (human) polo-box domain binding inhibition; P53350; Plk1 PBD binding of FITC phosphopeptide, fluorescence polarization; Potency, µM, inactives show max response, negative = inhibition, usual class: inhibitors; 360,000 tested, 2.8% active; AID 720504; also: potency is read from the fitted curve at half-maximal effect; series mostly up to about 57 µM; % is scaled to controls: 0 for no effect and ±100 for the full control effect; nearly all actives have a fitted effect of over 65% in size
EPAC1 antag: blocks human EPAC1 exchange factor; O95398; EPAC1 GEF assay, Rap1b-BODIPY-GDP exchange fluorescence; Potency, µM (top dose mostly 115 µM), without a hit: at the highest dose activity change, negative = inhibition, usual class: inhibitors; 360,000 tested, 0.14% active;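 also: potency is read from the fitted curve at half-maximal effect; plate controls were vehicle for no effect and positive control for full effect; nearly all actives have a fitted effect of over 50% in size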
PI5P4Ka inh: PI5P4K alpha (human) kinase inhibition | 330,000 tested, 1.2% active | max response, % | PI5P4Kalpha enzyme, ADP-Glo luminescence, 60 min; stronger effect = lower value; active = max response of -50% or lower; inconclusive = between -30% and -50%; inactive = -30% or higher; also: value at the top dose of about 77 µM; % is scaled to controls: 0 for no effect and ±100 for the full control effect
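PI5P4Kalpha ADP-Glo assay; 5 microM ATP final; 60 min RT reaction; HEPES pH 7.4/EGTA/CHAPS, 5% DMSO; controls lacking substrate or enzyme; luminescent end-point.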
GLP-1R inv ag: GLP-1 receptor (human) inverse agonism. P43220. HEK293 GLP-1R CRE-luciferase, luminescence, 24 h; GLP-1R form is constitutively active. Potency, µM (top dose mostly 38.3 µM), for the others: at the highest dose activity change, negative = inhibition, most hits filed as inhibitors. 410,000 tested, 1.6% active; also: potency is read from the fitted curve at half-maximal effect; % is scaled to controls: 0 for no effect and ±100 for the full control effect; nearly all actives have a fitted effect of over 55% in size
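qHTS in 1536-well format: reporter HEK293 cells expressing constitutive GLP-1R activity in DMEM + 10% Nu serum, 24 hr with compounds at 37 deg C, luminescence read after 12 min with detection reagent.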
* = called active by the depositor; i = inactive; ? = inconclusive; . = no result given; & = joins results of further samples; [ ] = dose if it differs, or a comment. Unless noted, calls follow the shape of the dose curve; as a rule, active = well fitted curve in the direction sought with a large enough effect; inconclusive = small, poorly fitted or top-dose-only effect, or another doubt; inactive = no such curve, though single readings can be large; an effect the other way counts as inactive or inconclusive. These rows are one share of the data (hit frequency here may not be typical).

Keys: A = PTHR1 agonist; B = GLP-1R agonist; C = HEK293 tox; D = IL2 activator; E = EPAC1 ag; F = PLK1 PBD inh; G = EPAC1 antag; H = PI5P4Ka inh; I = GLP-1R inv ag
> Cc1cccc(N(C(=O)Cc2cccs2)C(C(=O)NC2CCCC2)c2ccncc2)c1 (stereo not given)
  A = -8%; B = 6%; C = -18%; D = 0.6; E = -1%; F = -11%; G = 10%; H = 1; I = -8%

> O=C(COC(=O)C1(c2ccc(Cl)cc2)CCCC1)N1CCc2ccccc21
  A = -48%[inhibitor]; B = 4%; C = 12%; D = -2.2; E = 13%; F = -6%; G = 0%; H = 1; I = -5%

> COc1ccc(C(=O)Nc2cc(-c3ccc(C)cc3)no2)cc1
  A = -14%; B = 4%; C = -16%; D = 0.6; E = -2%; F = -3%; G = 5%; H = 3; I = 4%

> CN(C)c1ccc(C=Cc2cnccn2)cc1
  A = -18%; B = 1%; C = 388%[activator]; D = 0.4; E = 8%; F = 8%; G = 4%; H = 1; I = ?

> COCCNc1cc(C)nc2ccccc12
  A = i; B = 9%; C = 14%; D = 2.0; E = 11%; F = -8%; G = 3%; H = 3; I = 21%

> COC(=O)C(C)Sc1ccc2nnc(-c3ccc(F)cc3)n2n1 (stereo not given)
  A = -22%; B = ?; C = 5%; D = -2.9; E = 8%; F = -8%; G = 8%; H = .; I = 4%

> Cc1cc(F)ccc1S(=O)(=O)Nc1nc2ccccc2nc1Cl
  A = -73%[inhibitor]; B = 2%; C = -20%; D = -0.7; E = 1%; F = -17%; G = 9%; H = 7; I = ?

> CCCC(CCC)C(=O)NNc1cc(=O)c2c(=O)n(C)c(=O)n(C)c2[nH]1
  A = i; B = -10%; C = 2%; D = -1.9; E = -4%; F = 3%; G = 8%; H = 0; I = 12%

> Cc1ccc(N2C(=O)CC(NNC(=O)c3cccc(S(=O)(=O)N4CCCC4)c3)C2=O)cc1 (stereo not given)
  A = -2%; B = 1%; C = 8%; D = 2.4; E = 15%; F = -6%; G = -18%; H = -9; I = 15%

> O=C(O)/C(=C\c1ccco1)NC(=O)c1ccco1
  A = -13%; B = -3%; C = -7%; D = -0.2; E = 9%; F = -12%; G = -3%; H = -2; I = 14%

> CCCCCCCC(=O)N/N=C(\C)c1cccnc1
  A = -8%; B = -7%; C = -4%; D = -1.5; E = 2%; F = ?; G = -13%; H = -2; I = 3%

> CCOc1cc(/C=N/NC(=O)c2ccc(CN3CCOCC3)cc2)ccc1OCc1ccccc1
  A = -41%[inhibitor]; B = 0%; C = 9%; D = -5.0; E = 8%; F = -9%; G = 2%; H = 1; I = 0%

> O=C(NCC1CCCN(Cc2cccc(OCCO)c2)C1)c1ccc(F)cc1 (stereo not given)
  A = i; B = 4%; C = -2%; D = 0.6; E = 4%; F = -5%; G = -3%; H = -3; I = 10%

> Cn1ncc(Oc2ccc([N+](=O)[O-])cc2)c(Cl)c1=O
  A = i; B = 7%; C = ?; D = 8.0; E = 5%; F = 3%; G = 7%; H = 4; I = 33%

> COc1ccc(C(=O)NC2CC3CCCC(C2)N3CC(C)C)cc1 (stereo not given)
  A = i; B = 0%; C = -2%; D = -0.7; E = -6%; F = 11%; G = 15%; H = 2; I = 2%

One compound at a time, from the list above. Values in the order: PTHR1 agonist, GLP-1R agonist, HEK293 tox, IL2 activator, EPAC1 ag, PLK1 PBD inh, EPAC1 antag, PI5P4Ka inh, GLP-1R inv ag
Listed for Cc1cccc(N(C(=O)Cc2cccs2)C(C(=O)NC2CCCC2)c2ccncc2)c1 (stereo not given) : -8%, 6%, -18%, 0.6, -1%, -11%, 10%, 1, -8%
Listed for COc1ccc(C(=O)Nc2cc(-c3ccc(C)cc3)no2)cc1 : -14%, 4%, -16%, 0.6, -2%, -3%, 5%, 3, 4%

Further entries:
Keys: A = PTHR1 agonist; B = GLP-1R agonist; C = HEK293 tox; D = IL2 activator; E = EPAC1 ag; F = PLK1 PBD inh; G = EPAC1 antag; H = PI5P4Ka inh; I = GLP-1R inv ag
> O=C(O)CP(=O)(O)O
  A = -23%; B = -4%&1%; C = -6%; D = 1.0; E = 4%; F = -8%; G = -8%; H = 0; I = 2%

> C[C@H](CO)N1C[C@H](C)[C@@H](CN(C)C(=O)Cc2ccccc2)OCc2cnnn2CCCC1=O
  A = 6%; B = -4%; C = 2%; D = -0.7; E = -1%; F = -18%; G = -18%; H = 2; I = -15%

> CCOC(=O)N1CCC(NC(=O)c2cc(S(=O)(=O)N(CC)CC)ccc2F)CC1
  A = i; B = -2%; C = -9%; D = -1.8; E = 2%; F = -18%; G = 21%; H = .; I = 0%

> CCOc1ccccc1NC(=O)Cn1nnc(C(=O)NCc2ccco2)c1N
  A = ?; B = 24%; C = -16%; D = 0.6; E = -2%; F = -14%; G = ?; H = 0; I = -54%

> COc1ccc(-c2nc3ccc(Cl)cn3c2Cc2ccsc2)cc1OC
  A = -8%; B = 8%; C = -11%; D = -0.5; E = 4%; F = -1%; G = 2%; H = 0; I = -13%

> O=C(CCC(NC(=O)OCc1ccccc1)C(=O)OCc1ccccc1)NCC(=O)OCc1ccccc1 (stereo not given)
  A = i; B = 10%; C = -7%; D = -4.8; E = 3%; F = 4%; G = -25%; H = -3; I = 0%

> C/C(=N/OC(=O)c1cccc(C(F)(F)F)c1)c1cnccn1
  A = -10%; B = 5%; C = -4%; D = 0.9; E = 6%; F = -13%; G = 4%; H = -1; I = 4%

> CCC(=O)N1Cc2cc(C(=O)NCC(F)(F)F)nc(-c3cccc(-c4cncnc4)c3)c2[C@H]1CCO
  A = -18%; B = 3%; C = 7%; D = -0.1; E = 4%; F = -12%; G = 7%; H = -1; I = 10%

> CCOc1ccc(S(=O)(=O)Nc2ccc(S(=O)(=O)N3CCOCC3)cc2)cc1
  A = -14%; B = 12%; C = 5%; D = 0.7; E = 8%; F = -7%; G = 2%; H = 9; I = 7%

> CCCCCCCCN1C(=O)[C@H](CC(=O)NCc2ccccc2)C[C@@]2(C(=O)OC)CCCCC=C12
  A = -34%[inhibitor]; B = 2%; C = -13%; D = -0.9; E = -27%; F = -2%; G = -20%; H = 15; I = ?

> O=C(C[C@@H]1C[C@H]2c3cc(NC(=O)C4CCC4)ccc3O[C@H]2[C@@H](CO)O1)NCc1ccc(-c2ccccc2)cc1
  A = -26%; B = 0%; C = ?; D = -3.2; E = -22%; F = 5%; G = 0%; H = 1; I = ?

> COc1ccc(Oc2cc(C)c3ccccc3n2)cc1
  A = -10%; B = 0%; C = 22%; D = -1.3; E = 17%; F = 0%; G = -15%; H = 11; I = ?

> CCCS(=O)(=O)NCCc1cc2c(C)ccc(C)c2[nH]c1=O
  A = -21%; B = 10%; C = -10%; D = -0.9; E = -1%; F = -15%; G = 4%; H = 0; I = -9%

> Cn1nc(-c2ccccc2)cc1NC(=O)Nc1ccc(F)cc1
  A = i; B = 5%; C = -8%; D = -0.6; E = -3%; F = -5%; G = -20%; H = 6; I = ?

> Cc1nc(C(F)(F)F)ccc1C(=O)N1CCC1(C)C(=O)NS(=O)(=O)c1ccc2c(c1)CCO2 (stereo not given)
  A = -9%; B = -2%; C = 1%; D = -0.8; E = -15%; F = 3%; G = 20%; H = -1; I = 16%

Individual results from the list:
`C[C@H](CO)N1C[C@H](C)[C@@H](CN(C)C(=O)Cc2ccccc2)OCc2cnnn2CCCC1=O` in IL2 activator: -0.7
`CCCCCCCCN1C(=O)[C@H](CC(=O)NCc2ccccc2)C[C@@]2(C(=O)OC)CCCCC=C12` in PI5P4Ka inh: 15
`Cn1nc(-c2ccccc2)cc1NC(=O)Nc1ccc(F)cc1` in EPAC1 ag: -3%
`Cc1nc(C(F)(F)F)ccc1C(=O)N1CCC1(C)C(=O)NS(=O)(=O)c1ccc2c(c1)CCO2` (stereo not given) in PI5P4Ka inh: -1

(listing goes on)
Keys: A = PTHR1 agonist; B = GLP-1R agonist; C = HEK293 tox; D = IL2 activator; E = EPAC1 ag; F = PLK1 PBD inh; G = EPAC1 antag; H = PI5P4Ka inh; I = GLP-1R inv ag
> NC1=NOC(=O)C1C1CCCCC1 (stereo not given)
  A = i; B = 5%; C = -2%; D = 0.4; E = -3%; F = ?; G = -9%; H = -3; I = ?

> CCOc1ccc(Cc2c(Cl)nc(SC)nc2OC)cc1
  A = -5%; B = 7%; C = -6%; D = 0.7; E = 0%; F = 1%; G = -1%; H = 7; I = -5%

> COc1ccc(S(=O)(=O)N2CCCCC2c2cc(C(=O)Nc3ccc(OC)cc3C)no2)cc1 (stereo not given)
  A = -42%[inhibitor]; B = -1%; C = 1%; D = -0.6; E = -18%; F = -4%; G = 15%; H = 2; I = -20%

> CCOC(=O)C1=C(C)OC2(O)c3ccccc3C(=O)C12O (stereo not given)
  A = -40%; B = -4%; C = -23%; D = 0.2; E = 1%; F = -20%; G = ?; H = 0; I = 9%

> CCCc1nnc(N2C(=O)c3cccc4cccc(c34)C2=O)s1
  A = -3%[57.5 µM]; B = -3%; C = -13%; D = 4.0; E = 8%; F = -11%; G = 7%; H = 7; I = 1%

> COc1ccc(CNC(=O)COC(=O)CCc2nc3ccccc3c(=O)[nH]2)cc1
  A = -58%; B = 2%; C = 5%; D = -0.9; E = 1%; F = -14%; G = -26%; H = 8; I = -5%

> O=C(/C=C/c1ccccc1[N+](=O)[O-])N1CCOCC1
  A = i; B = -2%; C = 4%; D = 0.7; E = 2%; F = -13%; G = 13%; H = -5; I = 13%

Three compounds already listed, arranged by the number in PTHR1 agonist, largest number first.
Compound,PTHR1 agonist,GLP-1R agonist,IL2 activator,PLK1 PBD inh,EPAC1 antag,PI5P4Ka inh,GLP-1R inv ag
CCOc1ccc(Cc2c(Cl)nc(SC)nc2OC)cc1,-5%,7%,0.7,1%,-1%,7,-5%
CCOC(=O)C1=C(C)OC2(O)c3ccccc3C(=O)C12O (stereo not given),-40%,-4%,0.2,-20%,?,0,9%
COc1ccc(CNC(=O)COC(=O)CCc2nc3ccccc3c(=O)[nH]2)cc1,-58%,2%,-0.9,-14%,-26%,8,-5%
